# Large T inhibition: TAg ATPase/helicase activity blockers – biochemical (AID 1903); 310,000 compounds, 0.39% hits; SV40 large T antigen ATPase/helicase inhibition assay; higher % means a stronger effect; inhibition, % at 20 µM; hits with a dose series show IC50 in µM; in the data active means a potency from the dose series; further: strong numbers were not always called active
# Rac1 GTP hydrolysis: MgcRacGAP GTPase-activating activity inhibitors, confirmation, biochemical, ADP Hunter fluorescence; 340,000 compounds, 0.6% hits; inhibition, % at 30 µM; hits with a dose series show IC50 in µM; MgcRacGAP-stimulated Rac1 GTP hydrolysis, ADP Hunter fluorescence; higher % means a stronger effect; GST-tagged Rac1 F28L mutant substrate;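 active means first-screen hits whose inhibition reached a set limit at any dose in the follow-up dose series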;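 further: fluorescence reports GDP produced by GAP-driven GTP hydrolysis; strong numbers were not always called active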
# XIAP antagonists: small molecules displacing peptide from XIAP – biochemical, IAP family, fluorescence polarization (AID 1018); one-dose displacement, % at 20 µM; IC50 in µM for titrated hits; XIAP BIR domain, fluorescence polarization peptide displacement; higher % means a stronger effect; 200,000 compounds, 0.007% hits; in the data active means displacement above about 50%; further: a part of the inactive calls stands beside numbers as strong as those of hits
# SIAH1 antagonists: Siah-1 peptide-binding antagonists, primary screen, biochemical, fluorescence polarization, rhodamine-plectin, uHTS (AID 1817) | 290,000 compounds, 0.02% hits | one-dose displacement, % at 20 µM; IC50 in µM for titrated hits | Siah-1 / rhodamine-plectin peptide fluorescence polarization; higher % means a stronger effect;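 active means displacement of at least 50% at 20 µM, with a fluorescence ratio check between 0.3 and a set limit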;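 further: plate controls were Siah plus tracer with DMSO for no effect and tracer alone without Siah for full effect; strong numbers were not always called active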
# AID2073: disruptors of CaV2.2 binding to Mint1 – biochemical, HTRF (AID 2073); inhibition, % at 20 µM, or IC50 in µM where a hit was titrated; HTRF protein-protein interaction, Mint1-CaV2.2; higher % means a stronger effect; 290,000 compounds, 0.19% hits; in the data active means inhibition mostly above about 51%, no sharp cut-off; further: some results filed as inactive read as strong as hits
# RSV CPE inhibition: RSV antiviral activity via CPE protection, HEp-2 cells, primary 10 µM value included (AID 2391); HEp-2 cells, RSV-induced CPE inhibition; higher % means a stronger effect; one-dose CPE inhibition, % at 10 µM; IC50 in µM for titrated hits; 310,000 compounds, 0.13% hits; in the data active means a potency from the dose series; further: strong numbers were not always called active
# HIV peptide binding: inhibitors of HIV fusion peptide binding, primary screen, biochemical, uHTS, fluorescence dequenching (AID 1986) | 290,000 compounds, 0.3% hits | cell-free peptide binding, fluorescence dequenching, 30 min; higher % means a stronger effect | one-dose inhibition, % at 20 µM; IC50 in µM for titrated hits; in the data active means inhibition mostly above about 52%, no sharp cut-off; inactive means mostly below about 76%; further: some results filed as inactive read as strong as hits
# LYP inhibition: PTPN22 lymphoid phosphatase activity blockers – biochemical, fluorescence intensity, uHTS (AID 1779); one-dose inhibition, % at 11.5 µM; IC50 in µM for titrated hits; 290,000 compounds, 0.054% hits; recombinant LYP phosphatase, fluorescence intensity; higher % means a stronger effect; in the data active means inhibition above about 50%;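 further: plate controls were vehicle with enzyme for no effect and no enzyme for full effect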
# Dengue-2 NS5 capping: flavivirus cap methylation enzyme inhibition – biochemical, confirmation dose response, primary screen (AID 588689); Dengue-2 NS5 methyltransferase capping enzyme assay, biochemical; higher % means a stronger effect; inhibition, % at 25 µM, or IC50 in µM where a hit was titrated; 340,000 compounds, 0.3% hits; in the data active means a potency from the dose series
# Dengue-2 NS5 capping pilot replicate: second read-out of Dengue-2 NS5 capping, no call of its own (marks repeat the call); inhibition, %; measured here: pilot screen replicate inhibition
# * = called active by the depositor; nt = not tested or not shown.
SMILES,Large T inhibition,Rac1 GTP hydrolysis,XIAP antagonists,SIAH1 antagonists,AID2073,RSV CPE inhibition,HIV peptide binding,LYP inhibition,Dengue-2 NS5 capping,others
CN1CCN(C(=O)CN(C)S(=O)(=O)c2ccc(F)cc2)CC1,4%,9%,nt,1%,6%,2.2%,1.4%,-2%,-5%,
COc1ccc(-c2cc3cc(OC)c(OC)cc3c(C)n2)cc1C,23%,6%,nt,-4%,17%,-1.4%,-1.1%,-7%,4%,
CCOc1ccc(NC(=O)CN(C)C(=O)C2=COCCO2)cc1OCC,14%,-1%,nt,nt,nt,0.8%,nt,nt,-4%,
O=C1C2CC=C(Cl)CC2C(=O)N1CC1OCCc2ccccc21 (configuration not stated),9%,10%,-20%,-1%,6%,2.0%,2.5%,1%,3%,
COC(=O)c1c(NC(=O)CSc2ncnc3[nH]ncc23)sc2c1CCC2,19%,4%,-5.4%,8%,38%,1.8%,-0.3%,-2%,4%,
COc1ccc(N2CCC(CNC(=S)Nc3c(C)cc(C)cc3C)C2)cc1 (configuration not stated),19µM*,24%,nt,-6%,-37%,-2.2%,-2.6%,-1%,-5%,
Cc1cc(C)n2nc(C(=O)Nc3ccc(N4CCOCC4)cc3)nc2n1,9%,6%,-4.2%,-2%,10%,1.1%,-1.2%,-3%,2%,
O=C(/C(=C/O)N=Nc1ccccc1)c1cccs1,7%,6%,-6.9%,-5%,15%,6.7%,-0.1%,0%,-6%,
CN(C)S(=O)(=O)c1cccc(NC(=O)CNCc2ccccn2)c1,7%,30%,nt,-4%,-6%,1.5%,-1.6%,-14%,6%,
CN(CCCNC(=O)c1cn(C)c2ccc(S(=O)(=O)N(C)C)cc2c1=O)c1ccccc1,7%,2%,0.6%,-4%,6%,0.4%,-3.9%,-5%,-11%,
CCOc1ccc2c(c1)c1nnc(SCC(=O)NC3CC3)nc1n2C,-1%,6%,nt,-2%,-4%,0.7%,-0.7%,-8%,-9%,
Cc1ccc(NC(=O)c2cc(N3C(=O)C4CC=CCC4C3=O)ccc2N2CCOCC2)cc1Cl (configuration not stated),1%,-5%,-22%,5%,16%,9.7%,-1.3%,6%,-4%,
Cc1ccc(OCc2ccc(C(=O)NN)o2)c([N+](=O)[O-])c1,8%,13%,nt,-2%,-1%,nt,-0.3%,-6%,5%,
O=C(N/N=C/c1ccccc1OCc1ccccc1)c1cccnc1,14%,6%,-7.1%,17%,7%,2.9%,2.6%,4%,-4%,
O=C(Nc1ccc(N2CCOCC2)cc1)C1CC(=O)N(c2ccc(Cl)cc2)C1 (configuration not stated),8%,1%,-7.2%,-2%,-3%,1.3%,0.3%,-8%,-5%,
Cc1cc2nc(CCN(C(=S)NCC(C)C)C3CCCC3)[nH]c2cc1C,4%,4%,-4.8%,2%,-2%,1.3%,0.2%,-4%,-6%,
O=C(CCN1CCN(c2ccccc2)CC1)NNC(=S)Nc1ccccc1Cl,8%,6%,-2.0%,-1%,-20%,3.0%,-2.2%,1%,-1%,
N#C/C(=C/c1ccccc1OCc1ccc(F)cc1)c1ccc(C(=O)O)cc1,28%,7%,nt,5%,6%,0.6%,31%,-7%,0%,
CCOC(=O)c1cc(C)sc1NC(=O)CSc1nccn1C,12%,14%,nt,-4%,0%,2.5%,1.0%,-10%,-3%,
O=C(Nc1cccc(Cl)c1N1CCOCC1)c1ccc2c(c1)OCCO2,5%,4%,-4.7%,-4%,-2%,-0.1%,-1.4%,-4%,-3%,

# 4 structures from above, ordered by count of non-hydrogen atoms, low to high:
SMILES,Large T inhibition,Rac1 GTP hydrolysis,XIAP antagonists,SIAH1 antagonists,AID2073,RSV CPE inhibition,HIV peptide binding,LYP inhibition,Dengue-2 NS5 capping,others
O=C(/C(=C/O)N=Nc1ccccc1)c1cccs1,7%,6%,-6.9%,-5%,15%,6.7%,-0.1%,0%,-6%,
Cc1ccc(OCc2ccc(C(=O)NN)o2)c([N+](=O)[O-])c1,8%,13%,nt,-2%,-1%,nt,-0.3%,-6%,5%,
Cc1cc(C)n2nc(C(=O)Nc3ccc(N4CCOCC4)cc3)nc2n1,9%,6%,-4.2%,-2%,10%,1.1%,-1.2%,-3%,2%,
Cc1ccc(NC(=O)c2cc(N3C(=O)C4CC=CCC4C3=O)ccc2N2CCOCC2)cc1Cl (configuration not stated),1%,-5%,-22%,5%,16%,9.7%,-1.3%,6%,-4%,

# Carrying on:
SMILES,Large T inhibition,Rac1 GTP hydrolysis,XIAP antagonists,SIAH1 antagonists,AID2073,RSV CPE inhibition,HIV peptide binding,LYP inhibition,Dengue-2 NS5 capping,others
O=C(Nc1ccc(F)c([N+](=O)[O-])c1)C1CC(=O)N(Cc2ccccc2)C1 (configuration not stated),8%,0%,-3.2%,3%,9%,4.7%,0.2%,-1%,5%,
CC(=O)c1cccc(OCC(O)CNCCOc2ccc(C)cc2)c1 (configuration not stated),8%,20%,nt,0%,-1%,-0.1%,3.4%,-8%,-4%,
O=C(c1ccc(-c2ccc([N+](=O)[O-])cc2)o1)N1CCCCC1,9%,11%,-11%,20%,12%,4.9%,0.2%,1%,-15%,
CC1(C)CC(NS(=O)(=O)c2ccc(C(C)(C)C)cc2)CC(C)(C)N1,2%,8%,nt,-4%,0%,-1.1%,-0.1%,-12%,-2%,Dengue-2 NS5 capping pilot replicate=-6.7
O=C(COC(=O)c1ccccc1NC(=O)c1ccco1)NCC1CCCCC1,2%,10%,-7.2%,1%,-6%,2.0%,1.9%,-3%,-4%,
CC(C)C(=O)Nc1nnc(SCC(=O)Nc2ccc3c(c2)OCO3)s1,15%,6%,-19%,-7%,11%,2.6%,-0.5%,-12%,3%,
COc1cc(OC)c(NC(=O)CNC(=O)Cn2ccc3ccccc3c2=O)cc1Cl,5%,4%,nt,5%,16%,3.0%,0.0%,-8%,-6%,
CCC(=O)Nc1cc(C(=O)OCC(=O)c2ccccc2)ccc1C,1%,4%,-1.1%,-2%,-2%,3.5%,-1.2%,1%,-7%,
NS(=O)(=O)c1ccc(NC(=S)Nc2cc(Cl)c(Cl)cc2Cl)cc1,9%,-3%,-7.3%,-1%,-6%,12%,-1.1%,-7%,4%,
CCn1nc(C)c(Br)c1-c1nc(-c2cccc(C)c2)no1,3%,nt,nt,12%,-4%,1.8%,2.1%,-3%,nt,
c1ccc2sc(NCC3CCCO3)nc2c1 (configuration not stated),2%,4%,-3.5%,10%,-1%,-0.7%,-0.6%,0%,-5%,
CCOC(=O)C1CCCN(Cc2cc(Br)ccc2OC)C1 (configuration not stated),1%,29%,0.7%,1%,13%,1.2%,-0.1%,-2%,-1%,Dengue-2 NS5 capping pilot replicate=2.1
CC(C)[C@H](NC(=O)C1CCN(S(=O)(=O)c2ccc(F)cc2)CC1)C(=O)N1CCCC1,-4%,14%,nt,-2%,39%,0.1%,-1.5%,-7%,-5%,
COc1ccc(C(=O)NCCc2ccc(S(N)(=O)=O)cc2)cc1OC,7%,6%,-3.4%,-2%,3%,-1.5%,1.5%,2%,-8%,Dengue-2 NS5 capping pilot replicate=-5.4
Cc1cc(C)c2c(n1)SCC(=O)N2CC(=O)Nc1ccccc1Cl,nt,10%,nt,3%,-2%,-0.4%,-0.3%,-9%,-5%,
C=CCn1c(CNC(=O)c2ccco2)nnc1SCC(=O)c1ccc(F)cc1,3%,7%,nt,0%,7%,1.1%,-2.2%,-3%,-10%,
CS(=O)(=O)c1ccc(Cl)c(NC(=O)COC(=O)Cc2c[nH]c3ccccc23)c1,10%,1%,nt,nt,nt,-0.4%,nt,nt,-6%,
O=C(Cn1ncc2c([nH]c3ccccc32)c1=O)NCCc1ccc(Cl)cc1,3%,5%,nt,-3%,34%,2.3%,4.7%,-6%,4%,
Fc1ccc(NC(=S)N2CCCc3ccccc32)cc1,20%,20%,-11%,2%,4%,-1.4%,0.4%,-6%,1%,
Cc1cc(C)cc(Oc2nn[nH]n2)c1,4%,4%,-5.8%,0%,10%,0.5%,0.0%,-5%,-5%,
CCN1CCN(C(c2cc(OC)ccc2OC)c2nnnn2Cc2ccccc2)CC1 (configuration not stated),12%,4%,-3.3%,0%,2%,0.4%,0.7%,-8%,0%,
O=C(Nc1cccc(Cl)c1)NC1CCS(=O)(=O)C1 (configuration not stated),10%,5%,nt,-1%,3%,1.8%,0.6%,-1%,-10%,
Cn1c(=O)[nH]c(=O)c2c1nc(N1CCCCCC1)n2CCSc1nc2ccccc2o1,14%,4%,-4.8%,4%,10%,0.1%,0.0%,0%,-1%,
CCC(C(=O)Nc1ccccc1F)n1nc(C)c2c(C)n(-c3ccccc3)nc2c1=O (configuration not stated),26%,-12%,nt,-9%,13%,9.1%,-1.4%,-1%,-6%,
COc1ccc(CCNC(=O)CCCCn2c(=O)[nH]c3ccccc3c2=O)cc1OC,17%,-8%,-4.5%,-4%,4%,0.0%,1.0%,-5%,4%,
Oc1[nH]c2ccccc2c1N=Nc1c(F)c(F)c(C(F)(F)F)c(F)c1F,4%,11%,nt,3%,10%,0.5%,-0.1%,-3%,-2%,
Cc1ccc(S(=O)(=O)c2ccc(Cl)cc2)cc1S(=O)(=O)N(C)CC(=O)O,3%,-2%,-2.1%,7%,-4%,3.5%,5.8%,-5%,-4%,
CC(C)(C)n1nnnc1C(c1ccncc1)N1CCN(C2CCCCC2)CC1 (configuration not stated),2%,3%,-1.6%,-1%,0%,0.9%,-0.2%,-3%,-6%,
Cc1onc(-c2ccccc2Cl)c1C(=O)NCCN1CCOCC1,17%,-13%,0.3%,-2%,-5%,2.1%,1.7%,-4%,-3%,
COCC(C)n1c(C)cc(C(=O)COC(=O)c2c(C)nn(-c3ccccc3)c2C)c1C (configuration not stated),6%,2%,-2.7%,5%,-2%,42%,-0.1%,-7%,-11%,
CCc1nc2cc(CC(=O)O)ccc2o1,6%,-2%,-3.5%,3%,-8%,1.4%,0.1%,-5%,-5%,
COc1ccc(NC(C)c2ccccc2)cc1 (configuration not stated),32%,nt,-2.1%,5%,-18%,nt,-2.8%,-7%,19%,
CC(=O)N(C)N1c2ccccc2CCc2ccccc21,10%,4%,-9.5%,1%,-1%,0.5%,-1.8%,-3%,-14%,
O=C(c1cc(-c2ccncc2)nc2ccc(Br)cc12)N1CCN(Cc2ccc3c(c2)OCO3)CC1,2%,1%,-8.5%,2%,22%,13%,1.1%,7%,-4%,
COc1ccc(C(C)=O)cc1COC(=O)CNC(=O)c1cc(C)cc(C)c1,8%,8%,-1.9%,-3%,-3%,1.3%,-1.5%,1%,-11%,
COc1ccc(CNCC(O)(c2ccccc2)c2ccc(F)cc2)cc1 (configuration not stated),4%,8%,nt,0%,9%,13%,-1.7%,-3%,-8%,
COc1ccccc1C(=O)Nc1cccc(SC)c1,1%,3%,-4.9%,-1%,7%,2.6%,1.1%,-5%,-7%,
C/C(=N\NC(=S)NCc1ccccc1)c1ccc(C#N)cc1,1%,4%,-5.8%,0%,2%,1.1%,-0.9%,9%,-5%,
O=S(=O)(c1ccccc1)N1CCN(C(=S)Nc2ccc(F)cc2)CC1,5%,6%,-3.6%,4%,-37%,-0.7%,0.4%,-4%,-7%,
CCOCCCN(CCC#N)C(=O)C1CCN(S(=O)(=O)c2ccc(-n3cnnn3)cc2)CC1,27%,7%,nt,0%,2%,2.2%,2.5%,2%,-7%,

# Compound activity from PubChem BioAssay.
